N370S GC: inhibitors or activators of N370S glucocerebrosidase for Gaucher disease | AID 2101 | N370S GC spleen homogenate, 4MU-glucoside fluorescence | Potency, µM (highest dose often 59.4 µM), for the others: at the top dose activity change, negative = inhibition, hits mostly inhibitors | P04062 | hit rate 0.092% among 330,000;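 note: 0% = full enzyme activity and -100% = no enzyme basal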
TDP1 block: blocks human tyrosyl-DNA phosphodiesterase 1. Q9NUW8. recombinant TDP1, AlphaScreen DNA substrate cleavage. Potency, µM (titrated, usually from 130 µM), inactives show at the top dose activity change, negative = inhibition, actives largely listed as inhibitors. hit rate 0.28% among 350,000. AID 485290; note: nearly all actives have a fitted effect of over 40% in size
Target sequence (Q9NUW8 whole entry, looked up): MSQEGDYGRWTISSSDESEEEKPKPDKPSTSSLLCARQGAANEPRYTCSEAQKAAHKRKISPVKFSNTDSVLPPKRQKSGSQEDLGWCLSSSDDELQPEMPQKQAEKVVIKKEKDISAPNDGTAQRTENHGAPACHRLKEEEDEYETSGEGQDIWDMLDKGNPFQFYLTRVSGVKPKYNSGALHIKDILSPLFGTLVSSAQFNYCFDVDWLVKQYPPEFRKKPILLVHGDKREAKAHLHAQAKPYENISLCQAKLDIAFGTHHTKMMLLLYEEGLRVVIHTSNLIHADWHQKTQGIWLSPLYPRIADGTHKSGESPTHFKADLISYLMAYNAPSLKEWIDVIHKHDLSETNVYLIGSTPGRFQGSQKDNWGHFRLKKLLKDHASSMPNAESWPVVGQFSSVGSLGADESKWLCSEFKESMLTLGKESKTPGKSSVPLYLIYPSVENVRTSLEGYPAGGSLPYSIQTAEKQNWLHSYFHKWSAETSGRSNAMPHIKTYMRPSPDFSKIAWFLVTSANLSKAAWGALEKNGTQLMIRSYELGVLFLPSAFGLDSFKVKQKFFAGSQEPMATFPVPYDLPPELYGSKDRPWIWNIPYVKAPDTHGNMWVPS
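AlphaScreen read-out: signal falls as enzyme removes the 3' tyrosine-FITC from a 5'-biotinylated DNA oligo (15 nM, 5 min, RT). Enzyme was E. coli-made recombinant Tdp1 at 1 nM, exposed to compound for 15 min beforehand; beads 10 ug/ml, 10 min.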
FEN1 inh: blocks human flap endonuclease 1 | Recombinant FEN1 flap cleavage, fluorescence, 15 min | Potency, µM (top dose mostly 114 µM), inactives show at the top dose activity change, negative = inhibition, hits mostly inhibitors | hit rate 0.35% among 390,000; note: nearly all actives have a fitted effect of over 65% in size
Target sequence (P39748 whole entry, looked up): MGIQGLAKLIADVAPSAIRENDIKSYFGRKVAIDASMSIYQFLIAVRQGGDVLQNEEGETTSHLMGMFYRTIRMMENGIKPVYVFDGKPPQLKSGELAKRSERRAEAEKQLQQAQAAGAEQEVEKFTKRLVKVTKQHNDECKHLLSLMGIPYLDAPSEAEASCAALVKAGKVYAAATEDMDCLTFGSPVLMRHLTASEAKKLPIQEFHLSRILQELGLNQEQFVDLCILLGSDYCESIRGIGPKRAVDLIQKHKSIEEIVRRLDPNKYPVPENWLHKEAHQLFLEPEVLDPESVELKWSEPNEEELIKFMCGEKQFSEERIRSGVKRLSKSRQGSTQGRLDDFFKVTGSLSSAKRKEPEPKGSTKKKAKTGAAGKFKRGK
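Quantitative HTS format: each compound was titrated, incubated with 10 nM nuclease for 15 min at room temperature, then challenged with flap substrate at 50 nM final. Signal change over 15 min gave concentration–effect curves.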
The depositor's hits bear a star; ? = inconclusive; . = not tested or not shown; & = joins results of further samples; [ ] = dose if it differs, or a comment. Calls come from the whole dose curve; as a rule, active = well fitted curve in the direction sought with a large enough effect; inconclusive = small, poorly fitted or top-dose-only effect, or another doubt; inactive = no such curve, though single readings can be large; an effect the other way counts as inactive or inconclusive. Unless noted, % is set by controls: 0 for no effect and ±100 for the full control effect; potency is the fitted concentration of half-maximal effect.

SMILES	N370S GC	TDP1 block	FEN1 inh
Cc1ccc(OC(=O)CCC(=O)N2CCc3ccccc32)cc1	-8%	0%	-9%
CCSc1nsc(NC(=O)Nc2cccc(F)c2)n1	0%	.	-14%
c1csc(-c2nc(CN3CCSCC3)cs2)c1	-6%	.	-8%
Cc1ccc(C(=O)NCc2ccc3c(c2)OCO3)cc1N1CCCC1=O	5%	6%	-3%
O=C(CN(C(=O)c1csnn1)c1ccc2c(c1)OCCO2)NCc1ccc(F)cc1	2%	2%[0.0935 µM]	1%
O=C(NC1(C(F)(F)F)NC(=O)N(Cc2cccnc2)C1=O)c1ccccc1Cl (configuration not stated)	4%	2%	-2%
CCOC(=O)c1c(C)n(C)c2cc(CN(C)C)c(O)c(S(=O)(=O)c3ccccc3)c12	-4%	0%	13%
N#Cc1c(C(F)(F)F)cc(-c2cccc(Cl)c2)[nH]c1=O	?	2%	-5%
COC(=O)C(C)N1C(=O)S/C(=C\c2ccc(-c3ccc(C(=O)O)cc3C)o2)C1=O (configuration not stated)	-9%	.	?
Cc1n(-c2ccccc2)c2ccc(Cl)cc2[n+]1CCO	-7%	3%	-10%
Clc1ccc(Nc2nc(N3CCOCC3)nc(N3CCOCC3)n2)cc1Cl	-7%	-1%	-11%
CCS(=O)(=O)N1CCCC(C(=O)NCc2cccnc2)C1 (configuration not stated)	.	0%	-8%
CCC(CO)N=CC1=C(O)CC(C)(C)CC1=O (configuration not stated)	5%	5%	-2%
N#Cc1cc2sc3nc4ccccc4n3c2cc1C#N	3%	12%	.
Cc1ccc(C)c(C(=O)CCC(=O)O)c1	5%	1%	-3%
COCCn1c(C)cc(C(=O)COC(=O)c2ccccc2Br)c1C	1%	5%	-1%
Cc1ccc(NC(=O)c2cnccn2)cc1C	-2%	.	-3%
Cc1ccc(C)c(OCCC(=O)OCC(=O)Nc2cccc(S(=O)(=O)N3CCCC3)c2)c1	-20%	.	-32%
Cc1cc(C)cc(NC(=O)Cn2c(=O)oc3cc(S(=O)(=O)N4CCCC4)ccc32)c1	.	3%	-4%
COc1ccc(OC)c(NS(=O)(=O)c2ccc(Cl)nc2)c1	2%	8%	-1%
O=c1[nH]c(-[n+]2ccccc2)c(/C=N/N=C(\[O-])c2ccccc2)s1	-9%	-3%	-18%
O=C(Nc1ncccn1)c1ccc(Cl)c([N+](=O)[O-])c1	-1%	.	7%
CCC(Sc1ncccc1C(=O)Oc1cccc([N+](=O)[O-])c1)C(=O)Nc1ccccc1OC (configuration not stated)	5%	-1%	1%
CCN(CC)CC(O)Cn1c2ccccc2c2ccccc21 (configuration not stated)	0%	2%	-12%
CC1CCN(C(=O)CSc2ccc(-c3ccc(F)cc3)nn2)CC1	-20%	0%	0%
New compounds follow:
SMILES	N370S GC	TDP1 block	FEN1 inh
COc1ccc(C2CC(=O)OC3=C2C(=O)CC(C)(C)C3)c(OC)c1 (configuration not stated)	-2%	-3%	-11%
COc1ccccc1NC(=O)CSc1nnnn1-c1ccc2c(c1)OCO2	21%	1%	0%
Cn1cc(CN2CCC(C(=O)Nc3cccc(-c4cscn4)c3)CC2)cn1	-2%	5%[56.1 µM]	-2%
COC(=O)c1c(C)[nH]c(C(=O)/C=C/c2ccccc2Cl)c1C	16%	4%	-13%
COc1ccc(S(=O)(=O)N2CCN(C(=O)NCc3ccc(OC)c(OC)c3)CC2)cc1	-6%	0%	12%
Cc1cc(C)c(C(=O)OCc2csc(CC(=O)Nc3ccccc3C)n2)c(C)c1	?	0%	0%
Cc1[nH]c2ccc(F)cc2c1CCN(Cc1cccnc1)C(=S)NC(C)(C)C	-4%	.	-2%
O=C(Nc1nc2ccccc2s1)c1ccc(Cl)s1	-7%	0%	-16%
C=CCOC(=O)C1=C(C)NC(=O)NC1c1ccc(Cl)cc1 (configuration not stated)	-3%	1%	16%
CC(=O)N1CCN(c2nnc(-c3ccc(C)cc3)c3ccccc23)CC1	3%	.	12%
Fc1ccc(C[n+]2csc3ccccc32)cc1	-1%	9%	1%
Cc1ccc(-c2csc(N=C(N)N)n2)cc1	-6%	0%	-11%
COc1ccc(NC(=O)c2ccc(Br)o2)c([N+](=O)[O-])c1	1%	6%	-4%
COc1cc(C(C)=O)ccc1OCc1nnc(-c2ccccc2Br)o1	6%	.	3%
Cc1ccc(NC(=O)C(=O)NCC(c2ccc3c(c2)OCO3)N2CCN(C)CC2)cc1C (configuration not stated)	.	-3%	19%
CC(NC(=O)c1ccc(C(C)(C)C)cc1)C(c1cccs1)N1CCOCC1 (configuration not stated)	2%	3%	-4%
Cc1cnc(C(=O)NCCc2ccc(S(=O)(=O)NC(=O)NC3CCCCC3)cc2)cn1	?	-4%	11%
CCOc1ccc(N=Cc2c(O)cc(C)oc2=O)cc1	2%	-1%	-11%
CCCCC(=O)NC(=S)Nc1cc([N+](=O)[O-])ccc1OC	5%	8%	-5%
CCOC(=O)c1cc2c(=O)n3ccccc3nc2n(Cc2ccccc2Cl)c1=N	2%	2%	.
COc1ccc(Nc2nc(N)nc(CSCCO)n2)cc1	-12%	2%	3%
O=C(Cn1cc([N+](=O)[O-])ccc1=O)N1CCc2ccccc21	.	2%	-1%
Cc1ccc(CN(C(=O)c2csnn2)C(C(=O)NC2CCCC2)c2ccc(C)o2)cc1 (configuration not stated)	1%	7%	3%
CC(NC(=O)NC1CCCCC1)C(c1cccs1)N1CCOCC1 (configuration not stated)	?	0%	4%
O=C(Cn1nnc(-c2cccs2)n1)NCc1cccs1	1%	-5%	2%
(more compounds)
SMILES	N370S GC	TDP1 block	FEN1 inh
CNC(=S)Nc1ccc(Cc2ccncc2)cc1	-2%	8%	-5%
NC(=O)N/N=C/CCc1ccccc1	1%	4%	5%
COc1ccc(-n2nnnc2-c2cnc(N3CCCC3)nc2C(F)(F)F)cc1	-8%	0%	-20%
COC(C(=O)Nc1ccc(C(N)=O)cc1)c1ccccc1 (configuration not stated)	21%	-1%	-3%
CCOC(=O)C1(CCc2ccccc2)CCN(C(=O)c2cnc(C)cn2)CC1	-17%	-2%	-3%
COC(=O)c1c(O)cc(C(C)(C)C)n(-c2ccccc2)c1=O	9%	3%	-3%
CCCc1cc(N2CCOCC2)n2nc(C)c(-c3ccccc3)c2n1	7%	.	13%
CCOc1ccc(/C=C/C(=O)Nc2sc3c(c2C(=O)OC)C(C(=O)OC)CC3)cc1 (configuration not stated)	.	-13%[12.3 µM]	?
N#Cc1cc2c(nc1SCC(O)CS(=O)(=O)Cc1ccccc1)CCCC2 (configuration not stated)	14%	2%	-13%
O=C(NC1CCCCC1)C(=S)NCc1ccccc1	24%	0%	8%
COc1ccnc(CS(=O)c2nc3cc(C(O)(F)F)ccc3[nH]2)c1OC (configuration not stated)	-14%	.	-1%
CN(C(=O)COC(=O)Cn1cnc2ccccc21)C1CCCCC1	.	1%	2%
CCSc1nnc(NC(=O)c2ccc3nc[nH]c3c2)s1	.	1%	-8%
C/C=C(/C)C(=O)OC1Cc2c(ccc3ccc(=O)oc23)OC1(C)C (configuration not stated)	6%&14%	-4%[56.1 µM]	1%
O=C(NCCn1cccn1)C1CCC(=O)N(CCc2cccc(F)c2)C1 (configuration not stated)	-22%	0%	-1%
COc1ccc([N+](=O)[O-])cc1NC(=O)c1ccccc1N(C)S(C)(=O)=O	-5%	3%	-2%
COc1ccc(C(=O)NCCS(=O)(=O)N2CCC3(CC2)OCCO3)cc1	-1%	-13%[0.505 µM]	0%
CCn1c(SCc2nc(-c3ccc(Cl)cc3)no2)nnc1-c1ccco1	9%	4%	-13%
CCOC(=O)CSc1ncc(-c2cccc(Cl)c2)cn1	1%	-4%	-1%
Cc1nnc(Sc2nc3c(c(=O)n(C)c(=O)n3C)n2Cc2ccc(Cl)cc2)s1	-17%	-4%	1%
CCN(CC)c1ccc(/C=N/NC(=O)CNC(=O)c2ccccn2)cc1	-12%	6%	0%
COc1ccc(CN2C(=O)c3oc4ccccc4c(=O)c3C2c2ccc(O)c(OC)c2)cc1 (configuration not stated)	12%	9%	1%&-4%
O=C(COC(=O)C1CC2C=CC1C2)NCc1ccc(F)cc1 (configuration not stated)	3%	3%	3%
Cc1ccc2c(c1)N(CCC(=O)NCCCN1CCCC1)C(=O)C(C)O2 (configuration not stated)	-8%	-14%	14%
CCO[C@@H]1OC(C(=O)O)=C[C@H](C)[C@H]1CCCO	10%	4%	-2%

2 entries from above, with values under each structure:
The line under a structure holds: N370S GC	TDP1 block	FEN1 inh
COc1cc(C(C)=O)ccc1OCc1nnc(-c2ccccc2Br)o1
 : 6%	.	3%
Cc1ccc(NC(=O)C(=O)NCC(c2ccc3c(c2)OCO3)N2CCN(C)CC2)cc1C (configuration not stated)
 : .	-3%	19%

Continuation.
SMILES	N370S GC	TDP1 block	FEN1 inh
C=CCN(Cc1cccc(OC)c1OC)S(=O)(=O)N(C)C	3%	1%	-3%
CS(=O)(=O)c1ccc(Cl)c(NC(=O)CNC(=O)c2ccc3c(c2)OCO3)c1	.	-5%	-1%
CCn1cc(C2Nc3ccccc3C(=O)N2O)c(C)n1 (configuration not stated)	-1%	6%	0%
Clc1ccc(SCCCCn2cncn2)cc1	9%	2%	2%
COc1cccc(C2c3[nH]c4ccccc4c3CCN2Cc2ncc[nH]2)c1 (configuration not stated)	?	11%	-14%
Nc1nc2sc3c(c2cc1C(=O)NCC(=O)O)CCCC3	-6%	.	9%
COc1ccc(CN2CC(C(=O)NCCCN3CCN(Cc4ccccc4)CC3)CC2=O)cc1 (configuration not stated)	15%	3%	-1%
COc1ccc(-c2ccc(NS(=O)(=O)c3cc(C)c(C)cc3C)cc2)nn1	.	5%	-18%
CCS(=O)(=O)N1CCCC(C(=O)NCCCN(C)Cc2ccccc2)C1 (configuration not stated)	0%	3%	5%
CCN(C[C@H]1N[C@@](Cc2ccccc2)(C(=O)OC)[C@H]2C(=O)N(C)C(=O)[C@@H]12)C(=O)Nc1ccccc1	.	1%	-10%
Cn1c(=O)c(=O)n(C)c2cc(S(=O)(=O)N3CC(=O)N(CCc4ccccc4)C(=O)C3)ccc21	9%	8%	16%
O=C(O)CCC(=O)OCC1CCCCC1	3%	1%	6%
CC1CCCCC1NC(=O)Cn1cc([N+](=O)[O-])ccc1=O (configuration not stated)	.	-3%	0%
Cc1ccc(N(Cc2cccs2)C(=O)Nc2cccc(Cl)c2)cc1	.	-5%	-14%
CCOc1ccc(C(C)NC(=O)Nc2ccc(F)cc2F)cc1 (configuration not stated)	-7%	1%	14%
Cc1nnc(SCc2nnc(-c3cccs3)o2)n1C1CCCCC1	-2%	0%	19%
NC(=O)CCCn1c(C(=O)c2ccc(Cl)cc2)c2ccc([N+](=O)[O-])cc2[n+]1[O-]	-11%	3%	?
CC(=O)Nc1ccc(/C=N/Nc2ccc(C(=O)c3c(C)cc4ccccn34)cc2[N+](=O)[O-])cc1	-17%	.	0%
CCCCN=C(N)/C(C(=O)OCC)=C(\O)c1ccc(OC)cc1	12%	7%	1%
Cc1cccc(OCCCN2C(=O)C(=O)c3cc(C)ccc32)c1	-1%	10%	0%

Structural class, the compounds so far with an aryl thioether with sulfur outside any ring (11)
SMILES	N370S GC	TDP1 block	FEN1 inh
CCSc1nsc(NC(=O)Nc2cccc(F)c2)n1	0%	.	-14%
CCC(Sc1ncccc1C(=O)Oc1cccc([N+](=O)[O-])c1)C(=O)Nc1ccccc1OC (configuration not stated)	5%	-1%	1%
CC1CCN(C(=O)CSc2ccc(-c3ccc(F)cc3)nn2)CC1	-20%	0%	0%
COc1ccccc1NC(=O)CSc1nnnn1-c1ccc2c(c1)OCO2	21%	1%	0%
N#Cc1cc2c(nc1SCC(O)CS(=O)(=O)Cc1ccccc1)CCCC2 (configuration not stated)	14%	2%	-13%
CCSc1nnc(NC(=O)c2ccc3nc[nH]c3c2)s1	.	1%	-8%
CCn1c(SCc2nc(-c3ccc(Cl)cc3)no2)nnc1-c1ccco1	9%	4%	-13%
CCOC(=O)CSc1ncc(-c2cccc(Cl)c2)cn1	1%	-4%	-1%
Cc1nnc(Sc2nc3c(c(=O)n(C)c(=O)n3C)n2Cc2ccc(Cl)cc2)s1	-17%	-4%	1%
Clc1ccc(SCCCCn2cncn2)cc1	9%	2%	2%
Cc1nnc(SCc2nnc(-c3cccs3)o2)n1C1CCCCC1	-2%	0%	19%

Assay outcomes deposited in PubChem by National Center for Advancing Translational Sciences (NCATS).
